# GRIN3A LBD mod = modulators (binders) of human NR3A ligand-binding domain. NR3A LBD differential scanning fluorimetry, Tm shift; 0% = protein alone, 100% = glycine-bound protein. Tm shift relative to glycine control, % at 25 µM. 340,000 compounds, 2.5% hits. AID 1259313;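 active = melting temperature shift of at least 10% of the positive control shift, at one fixed dose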
# HKDC1 inhibitor = blocks human hexokinase HKDC1 activity; Q2TB90; recombinant HKDC1, G6PDH/diaphorase resazurin coupled fluorescence; inhibition, % at 20 µM; 340,000 compounds, 0.16% hits;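 active = inhibition above about 35% when tested at 20 µM, limit read from the data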;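 also: plate controls were DMSO wells with enzyme for no effect and DMSO wells lacking enzyme for full effect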
#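 Material – in-house recombinant HK5 (HKDC1) enzyme · Quantity – HKDC1 at 5 µg/mL · Buffer or medium – pH 8.0 Tris buffer with 10 mM MgCl2 · Reagent – glucose with 1 mM ATP · Dosing – single 20 µM dose · Times – reaction time 90 min, room temperature, protected from light · Technique – resorufin fluorescence at 613 nm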
# SENP8 block = inhibitors of human SENP8 protease; recombinant SENP8, Nedd8 substrate fluorescence; Q96LD8; inhibition, % at 20 µM; 360,000 compounds, 0.64% hits; in the data active = inhibition mostly above about 40%, no sharp cut-off; inactive = mostly below about 27%
# MPTP inh = permeability transition pore inhibition | isolated mouse mitochondria, Ca2+ swelling absorbance, 30 min | AID 602449 | inhibition, % at 10 µM | 360,000 compounds, 1.4% hits;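 active = inhibition of 50% or more, scaled per plate between neutral and stimulator controls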;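 also: 0% = DMSO wells given calcium and 100% = 1 mM EGTA wells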
# PfG6PD inh = PfG6PD (Plasmodium falciparum) enzyme inhibition; PfGluPho enzyme, NADPH resazurin-diaphorase fluorescence; inhibition, % at 20 µM; 350,000 compounds, 0.78% hits; AID 504690;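 active = inhibition reaching at least a set limit at 20 µM in the primary screen, cut at about 59% in these data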;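 also: 0% = DMSO wells with substrate and 100% = DMSO wells lacking glucose-6-phosphate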
# ATG4B inh = inhibitors of human ATG4B cysteine protease; Q9Y4P1; ATG4B cleavage of LC3-PLA2, NBD-HPC fluorescence, 1 h; inhibition, % at 8.33 µM; 340,000 compounds, 0.51% hits; in the data active = inhibition above about 40%
# Target sequence (Q9Y4P1 whole entry, looked up): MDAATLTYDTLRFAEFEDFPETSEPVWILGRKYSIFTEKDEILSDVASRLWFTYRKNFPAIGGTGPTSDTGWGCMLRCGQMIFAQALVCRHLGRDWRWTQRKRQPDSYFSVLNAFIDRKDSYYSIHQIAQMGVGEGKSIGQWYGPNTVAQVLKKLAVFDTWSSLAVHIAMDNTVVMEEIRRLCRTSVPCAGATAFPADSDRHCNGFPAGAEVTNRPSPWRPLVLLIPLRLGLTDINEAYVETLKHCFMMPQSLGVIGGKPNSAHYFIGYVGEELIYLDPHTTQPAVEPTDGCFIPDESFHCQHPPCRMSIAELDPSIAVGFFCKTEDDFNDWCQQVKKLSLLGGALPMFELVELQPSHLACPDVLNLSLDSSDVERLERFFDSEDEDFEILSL
# SENP6 inh = blocks the human protease SENP6. 330,000 compounds, 1.8% hits. inhibition, % at 10 µM. Recombinant SENP6 catalytic domain, aminoluciferin luminescence. AID 2599;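 active = inhibition above about 50% at the single tested dose, limit read from the data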;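 also: plate controls were DMSO wells with enzyme for no effect and DMSO wells lacking enzyme for full effect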
# SENP7 inh = blocks the human protease SENP7; inhibition, % at 5 µM; Q9BQF6; recombinant SENP7, Z-RLRGG-aminoluciferin luminescence, 40 min; 330,000 compounds, 1.5% hits; AID 434973;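 active = inhibition above about 50% at the single test dose, limit read from the data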;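 also: plate controls were DMSO with enzyme for no effect and no enzyme buffer wells for full effect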
# Target sequence (Q9BQF6 706-1050 limits assumed): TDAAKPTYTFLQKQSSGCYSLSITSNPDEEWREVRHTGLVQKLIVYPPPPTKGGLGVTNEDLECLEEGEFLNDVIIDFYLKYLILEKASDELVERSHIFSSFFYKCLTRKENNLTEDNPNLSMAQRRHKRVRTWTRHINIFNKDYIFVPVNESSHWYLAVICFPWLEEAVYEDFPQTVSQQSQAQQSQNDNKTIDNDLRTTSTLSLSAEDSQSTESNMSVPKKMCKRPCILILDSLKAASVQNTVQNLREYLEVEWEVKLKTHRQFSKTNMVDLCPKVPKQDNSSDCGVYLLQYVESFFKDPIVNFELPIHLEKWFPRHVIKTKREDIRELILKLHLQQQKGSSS
# The depositor's hits bear a star; / = not tested or not shown. The order is random; about 6.9% have a hit in one of these screens.
SMILES,GRIN3A LBD mod,HKDC1 inhibitor,SENP8 block,MPTP inh,PfG6PD inh,ATG4B inh,SENP6 inh,SENP7 inh
Cc1cc(Br)c(NC(=O)COC(=O)C2CC2C)c(Br)c1 (stereo unspecified),0,-10,9,4.5,-4,7,-10,6
Cc1ccc(-c2ccc(=O)n(Cc3ccc(F)cc3)n2)cc1,-1,3,-40,7.3,0,0,-8,-5
O=S1(=O)CCN(OCc2ccc(F)cc2Cl)CC1,5,-3,0,1.2,-15,0,-20,6
O=C(COC(=O)c1ccc2ccccc2n1)Nc1ccccc1F,1,-7,8,0.2,1,-5,-13,5
COc1ccccc1OCc1ccc(C(=O)NCCN(C)C)o1,0,-8,8,-0.8,-19,-2,11,1
CCc1cccc(CC)c1NC(=O)c1ccc(-n2cncn2)nc1,1,-4,8,-0.2,-19,0,-3,6
COc1ccc([C@@H]2[C@@H]3C(=O)N(C(C)(C)C)C(=O)[C@@H]3[C@]3(Cc4ccccc4)C(=O)N(c4ccc(C)cc4)C(=O)N23)cc1,-1,5,9,0.9,15,-17,-4,-2
CN(CC(=O)O/N=C(\N)c1ccccn1)S(=O)(=O)c1ccc(Br)cc1,-6,-11,-2,1.8,3,-8,-3,6
O=c1[nH]c2cc([N+](=O)[O-])ccc2c2ccccc12,-1,-1,6,0.3,12,5,/,/
Cc1cc(-c2cc(C(=O)NCc3ccccc3)on2)nc(NCC2CC2)n1,0,1,-466,-1.1,1,1,0,-5

# Already shown: 2 of the compounds above.
SMILES,GRIN3A LBD mod,HKDC1 inhibitor,SENP8 block,MPTP inh,PfG6PD inh,ATG4B inh,SENP6 inh,SENP7 inh
CN(CC(=O)O/N=C(\N)c1ccccn1)S(=O)(=O)c1ccc(Br)cc1,-6,-11,-2,1.8,3,-8,-3,6
O=c1[nH]c2cc([N+](=O)[O-])ccc2c2ccccc12,-1,-1,6,0.3,12,5,/,/

# Further entries.
SMILES,GRIN3A LBD mod,HKDC1 inhibitor,SENP8 block,MPTP inh,PfG6PD inh,ATG4B inh,SENP6 inh,SENP7 inh
COc1cc([N+](=O)[O-])ccc1NC(=O)Cn1ccsc1=N,-3,-13,20,0.1,11,-2,-11,2
O=C(Nc1nc(-c2ccc(-c3ccccc3)cc2)cs1)c1cc([N+](=O)[O-])ccc1N1CCOCC1,-1,-6,-23,-1.2,-10,-9,5,5
Cc1ccc(N(C(=O)c2csnn2)C(C(=O)NC2CCCC2)c2ccccn2)c(C)c1 (stereo unspecified),-2,-7,14,1.3,5,0,12,8
COc1ccc(CNC(=O)C2CC(c3cccc(OC)c3)=NO2)cc1 (stereo unspecified),-1,12,6,1.2,5,10,3,9
O=C(c1cc(-c2cccs2)on1)N1CCCc2ccccc21,0,-1,11,0.6,-17,15,-5,2
CC(=O)NC1(c2ccccc2)CCN(c2cc(C)nc(-c3ccccc3)n2)CC1,-1,0,5,-0.9,1,15,13,-1
COc1ccc(OC)c(CN2CCN(C(=O)c3ccco3)CC2)c1,1,-1,6,0.5,-18,-3,2,-1
COCC(=O)Nc1cc(=O)n(C)c(=O)n1C,-1,-8,13,-0.5,2,-1,-8,-2
COc1ccc(NC(=O)c2cc3cc(OC)ccc3oc2=O)cc1,-2,7,34,3.5,14,0,3,-1
CC1=C(C(=O)OCc2ccc(C)cc2)C(c2ccc(O)c([N+](=O)[O-])c2)NC(=O)N1 (stereo unspecified),1,-7,27,0.5,6,3,-5,1

# The final 5 records of the part before open the next one:
SMILES,GRIN3A LBD mod,HKDC1 inhibitor,SENP8 block,MPTP inh,PfG6PD inh,ATG4B inh,SENP6 inh,SENP7 inh
CC(=O)NC1(c2ccccc2)CCN(c2cc(C)nc(-c3ccccc3)n2)CC1,-1,0,5,-0.9,1,15,13,-1
COc1ccc(OC)c(CN2CCN(C(=O)c3ccco3)CC2)c1,1,-1,6,0.5,-18,-3,2,-1
COCC(=O)Nc1cc(=O)n(C)c(=O)n1C,-1,-8,13,-0.5,2,-1,-8,-2
COc1ccc(NC(=O)c2cc3cc(OC)ccc3oc2=O)cc1,-2,7,34,3.5,14,0,3,-1
CC1=C(C(=O)OCc2ccc(C)cc2)C(c2ccc(O)c([N+](=O)[O-])c2)NC(=O)N1 (stereo unspecified),1,-7,27,0.5,6,3,-5,1
O=C(CN(Cc1ccccc1)S(=O)(=O)c1ccc(Br)cc1)N/N=C/c1ccccc1C(=O)O,2,2,25,5.5,-15,-5,-13,-1
CCOC(=O)N1CCN(C(=O)C2CCN(Cc3cccc(OCc4ccccc4)c3)CC2)CC1,-4,-4,21,3.2,-4,-7,1,-2
O=C(NCC(=O)N1CCCCCC1)c1ccc(Br)cc1,-1,-4,4,0.9,0,1,-5,-8
CCOC(=O)Nc1ccc2c(c1)N(C(=O)CCN(CC)CC)c1ccccc1CC2,-3,2,5,1.1,0,4,12,2
Cn1c(CC(=O)NNC(=O)c2cccnc2)nc2ccccc21,-2,1,10,-0.9,-5,0,-21,-9
COc1ccc(-n2cccc2C=O)cc1OC,0,-9,11,-1.0,-4,-7,-5,5
O=C(NCc1ccco1)c1cc(C(=O)C2CC2)c[nH]1,-2,-1,11,2.9,-4,6,2,-8
C=Cc1ccc(C(=O)NC2CCCN(Cc3ccccc3F)C2)cc1 (stereo unspecified),0,-6,14,-0.9,5,-1,-3,-2
Cc1ccc([C@H]2C(C(=O)O)=CC[C@@H](c3cccs3)N2S(=O)(=O)c2ccc(C)cc2)cc1,0,2,12,0.1,-32,0,-21,-1
O=C(O)Cn1nc(-c2ccc(Cl)cc2)ccc1=O,1,2,-10,0.0,-6,-5,5,4
OCCCn1c(C2CCCN2c2nc(-c3ccc(F)cc3)cs2)nc2cc(Cl)c(Cl)cc21 (stereo unspecified),-2,8,-7,0.9,11,-11,-10,-3
O=C(Cc1n[nH]c(=O)c2ccccc12)Nc1ccc(-c2nnc3n2CCCCC3)cc1,2,-11,16,2.0,-11,0,3,1
C=CCn1c(SCC(=O)Nc2c(C)n(C)n(-c3ccccc3)c2=O)nc2sc(C)c(C)c2c1=O,0,-3,22,-0.9,-2,4,17,5
O=C(CSc1nnnn1-c1ccccc1)Nc1ncc(Cc2cc(Cl)ccc2Cl)s1,-3,-5,20,4.3,1,-9,-13,-4
CC(C)(C)n1ncc2c(=O)n(CC(=O)Nc3ccccc3)cnc21,-1,-4,15,-4.2,-9,-8,-6,-8
C/C(CC(=O)Nc1cc(C)cc(C)c1)=N\NC(=O)c1ccccn1,-11,-8,13,3.6,6,2,-11,-5
COc1ccccc1NC(=O)c1ccc(NC(=O)COC(=O)C(C)C)cc1,-4,-10,3,0.9,28,-9,-9,-4
NC(=O)c1cc[n+](Cc2ccccc2Cl)cc1,0,-4,6,3.0,8,-1,1,-3
O=c1c2ccccc2nc2n1CC/C2=C/N1CCN(c2cccc(C(F)(F)F)c2)CC1,-1,-10,13,3.1,4,2,-10,3
Cn1cc(/C(Cc2ccccc2)=N\O)c2ccccc21,1,1,18,2.2,4,-12,-23,7
CCOC(=O)c1sc(NC(=O)CSc2nncs2)c(C(=O)OCC)c1C,-4,1,2,1.2,4,-1,-25,0
CCCC(=O)Nc1c(C)n[nH]c1C,1,-2,13,0.4,-18,-1,-32,7
CC(CCc1ccccc1)NC(=O)CN1CCOc2ccccc21 (stereo unspecified),0,2,-58,-1.7,14,1,0,3
COc1cc(C2NC(=S)NC(C)=C2C(=O)c2ccccc2)ccc1O (stereo unspecified),-1,1,3,-0.7,14,-9,10,-2
O=C(CCCC(=O)NCc1ccc(F)cc1)NCc1ccc(F)cc1,0,-2,11,0.3,-3,-13,-24,-2
Cc1cccc(Oc2c(C=O)c3ccccc3n2C)c1,0,-5,24,-2.5,-15,-2,-5,6
Nc1c(C(=O)NCCN2CCOCC2)c2nc3ccccc3nc2n1CCc1ccccc1,-10,3,-292,1.8,26,-27,12,9
N#Cc1ccc(OCC(=O)OCC(=O)Nc2cc(C(F)(F)F)ccc2N2CCOCC2)cc1,-40,0,9,2.0,10,-17,-7,0
COc1cccc(CNC(=O)C2CCN(S(=O)(=O)c3ccc4c(c3)NC(=O)CO4)CC2)c1,0,-1,16,-0.6,-18,-7,-14,11
O=c1oc2ccccc2c2c1nnn2CCO,0,4,20,-0.6,-1,-9,13,12
O=C(OCCNc1ccc(C(F)(F)F)cc1[N+](=O)[O-])c1cc2ccccc2oc1=O,-9,0,11,4.8,4,-8,1,3
COc1ccc(C2NC(=S)NC3=C2CCc2ccccc23)cc1OC (stereo unspecified),0,4,-85,1.3,25,-13,9,8
CC(C)/C=N/NC(=O)c1cc(Br)ccc1O,-1,-10,-301,0.8,-1,-13,-12,0
Cc1ccc(NC(=O)N2CCCN(C(=O)OC(C)(C)C)CC2)cc1Cl,-1,-4,14,-0.4,2,-9,-15,-7
CCc1nnc(SCC(=O)Nc2ccccc2)nc1CC,-4,8,16,-2.4,-18,13,-15,11
Cc1ccc(S(=O)(=O)NCC(C)NC(=O)CN2CCOCC2)cc1 (stereo unspecified),-3,-6,10,0.4,6,-6,-25,1
Cc1onc(-c2c(F)cccc2Cl)c1C(=O)Nc1cccc2nsnc12,0,-4,-291,1.2,-3,1,-2,6
CCCCn1nc2cc(C(=O)NC3CCCc4ccccc43)ccc2c1OCC (stereo unspecified),-2,-6,-490,0.4,11,12,-11,2
COc1ccc(OC)c(NC(=O)Cn2c(=O)n(CC3CCCO3)c(=O)c3cc(OC)c(OC)cc32)c1 (stereo unspecified),-2,-5,-1,-0.8,-18,-8,-7,1
CC(=O)N1CCC(N(CCN2CCOCC2)C(=S)Nc2ccc(C)cc2C)CC1,-2,2,18,-0.4,-13,-4,-14,7
COc1ccccc1C(=O)C1CCCN(C(=O)c2cccc(-n3cccn3)c2)C1 (stereo unspecified),1,-8,23,1.0,8,-10,-5,8
O=C(CCl)NNC(=O)c1c(O)c2ccccc2[nH]c1=O,-3,-2,0,4.4,-3,-1,-7,0
